Screens: PubChem BioAssay, Southern Research Specialized Biocontainment Screening Center
VEEV TC-83 Vero = inhibitors of VEEV TC-83 cytopathic effect, confirmation, Vero cells (AID 588727); Vero cells, VEEV TC-83 cytopathic effect inhibition; higher % means a stronger effect; inhibition, % at 20 µM; hits with a dose series show IC50 in µM; 350,000 tested, 0.13% active; in the data active means a potency from the dose series; inconclusive means inhibition mostly from about 14% at the one dose, without a potency; inactive means the rest, 99 in 100 with inhibition below about 12%; further: strong numbers were not always called active
Active calls of the source: *; i = inactive; ? = inconclusive. Only part of the results is shown (hit frequency here may not be typical).

Molecule,VEEV TC-83 Vero
CCOc1ccc(CNC(=O)C2CCN(S(=O)(=O)N3CCC(C)CC3)CC2)cc1OC,0.6%
COc1ccccc1NC(=O)COC(=O)c1c(NC(C)=O)sc(C)c1C,1.5%
Cc1cccc(NC(=O)c2nc[nH]c2C(=O)Nc2ccccc2F)c1,2.0%
C[C@]12CC[C@@H](O)C[C@@H]1CC[C@@H]1[C@@H]2CC[C@]2(C)C(=O)[C@H](O)C[C@@H]12,i
COC(=O)C[C@@H]1C[C@@H]2c3cc(NS(=O)(=O)c4ccccc4)ccc3O[C@@H]2[C@@H](CO)O1,5.0%
N#CC1C(=O)NC(=O)C(C#N)C12CCCc1sccc12 (configuration not stated),i
CCCCCC(=O)N1C[C@@H](O)[C@H](n2cc(COC(=O)c3ccccc3)nn2)C[C@@H]1c1ccc(OC)cc1,1.0%
O=C(CC1CC2CCC1C2)N1CCN(S(=O)(=O)c2ccc(C(F)(F)F)cc2)CC1 (configuration not stated),2.4%
Cc1ccc(CS(=O)Cc2ccc(C(=O)NCCCc3ccccc3)o2)cc1 (configuration not stated),6.3%
O=C(NCc1cc2ccccc2[nH]1)C1CCC(=O)N(CC2CCCCC2)C1 (configuration not stated),5.4%
O=C(c1ccccc1F)N1CCC2CC1c1cc(N3CCCCC3)ccc12 (configuration not stated),i
Fc1ccc(NC(=S)SCc2ccc3c(c2)OCO3)cc1F,3.8%
C/C(Nc1ccc(Cl)c(Cl)c1)=C1/CCOC1=O,0.1%
O=[N+]([O-])c1ccc2c(c1)-c1ccccc1C2O (configuration not stated),2.0%
CCN(CC(=O)Nc1c(F)cccc1F)C(=O)CCCSc1nc2ccccc2[nH]1,1.5%

Brought forward from above: seven entries; new compounds follow.
Molecule,VEEV TC-83 Vero
Cc1ccc(CS(=O)Cc2ccc(C(=O)NCCCc3ccccc3)o2)cc1 (configuration not stated),6.3%
O=C(NCc1cc2ccccc2[nH]1)C1CCC(=O)N(CC2CCCCC2)C1 (configuration not stated),5.4%
O=C(c1ccccc1F)N1CCC2CC1c1cc(N3CCCCC3)ccc12 (configuration not stated),i
Fc1ccc(NC(=S)SCc2ccc3c(c2)OCO3)cc1F,3.8%
C/C(Nc1ccc(Cl)c(Cl)c1)=C1/CCOC1=O,0.1%
O=[N+]([O-])c1ccc2c(c1)-c1ccccc1C2O (configuration not stated),2.0%
CCN(CC(=O)Nc1c(F)cccc1F)C(=O)CCCSc1nc2ccccc2[nH]1,1.5%
O=C(COc1ccc(Cl)cc1)N1CCN(S(=O)(=O)c2cc(F)ccc2F)CC1,1.6%
O=C(C[C@@H]1C[C@@H]2c3cc(NS(=O)(=O)c4ccc(F)cc4)ccc3O[C@@H]2[C@@H](CO)O1)NC1CCCCC1,2.7%
Cc1ccc(CCN2CC(C(=O)NC3CCC(C)CC3)CC2=O)cc1 (configuration not stated),i
Cc1cc2c(cc1C)N(C(=O)CCl)CC(=O)N2,?
Cc1c(C(=O)NC2CC(C)(C)NC(C)(C)C2)oc2c(Cl)cccc12,i
CCC/C=C/c1ccc(CN2C(C(C)C)C(=O)N(Cc3cn(CCOCOC)nn3)CCS2(=O)=O)cc1 (configuration not stated),0.2%
C[C@@H]1CN([C@H](C)CO)C(=O)CCCn2nncc2CO[C@H]1CN(C)C,0.4%
O=C(Cc1ccc([N+](=O)[O-])cc1)NCCS(=O)(=O)N1CCN(c2ccccc2)CC1,1.2%
CCn1cc(/C=C(\NC(=O)c2ccccc2)C(=O)NCCN2CCOCC2)c2ccccc21,2.9%
Oc1ccc(CCNCc2cc3c(cc2Br)OCO3)cc1,i
CC(=O)CC(c1ccc2c(c1)OCO2)c1c(O)c2ccccc2oc1=O (configuration not stated),i
CN1CCCC1=Nc1ccccc1,i
C[C@H](CO)N1C[C@H](C)[C@@H](CN(C)S(=O)(=O)c2ccccc2F)Oc2ncc(C#Cc3cccnc3)cc2C1=O,10%
O=c1[nH]c2ccc(Br)cc2c(=O)o1,1.8%
Cc1noc(NS(=O)(=O)c2ccc(NS(=O)(=O)c3ccc(C(C)(C)C)cc3)cc2)c1C,1.8%
CCCCCCNC(=O)O[C@]12C[C@@H](C(=O)OC)[C@@H](C(=O)OC)C[C@@]1(O)CN(S(=O)(=O)c1ccc(C)cc1)C2,0.2%
O=C(CNc1cccc(S(=O)(=O)N2CCCCC2)c1)Nc1ccc(C(F)(F)F)cc1,1.8%
COc1ccc(CN(C)C[C@H]2OCCCC[C@@H](C)Oc3ccc(NC(=O)c4ccccc4)cc3C(=O)N([C@H](C)CO)C[C@@H]2C)cc1,i
C[C@@H]1CN([C@@H](C)CO)C(=O)c2cc(Br)cnc2O[C@@H]1CN(C)C(=O)C1CCCCC1,0.7%
Cc1ccc2ccc(C#N)cc2c1O,2.2%
O=C(NC(=S)Nc1ccc([N+](=O)[O-])cc1)c1ccco1,i
C[C@@H]1CCCCO[C@@H](CN(C)C(=O)CCCN(C)C)[C@@H](C)CN([C@H](C)CO)C(=O)c2cc(NC(=O)CCC(F)(F)F)ccc2O1,i
CC(=O)N1CCC(C(=O)Nc2cc(S(=O)(=O)N3CCCCC3)ccc2C)CC1,50%
C[C@@H]1CN([C@@H](C)CO)C(=O)CCCn2cc(nn2)CO[C@H]1CN(C)C(=O)OCc1ccccc1,i
CC1(C)Cc2c(sc(NC(=O)Cc3ccccc3)c2C#N)C(C)(C)N1,i
COc1ncnc2c1ncn2CCCN(C)CCc1ccccn1,0.3%
O=C(C[C@H]1C[C@@H]2c3cc(NC(=O)Nc4ccccc4)ccc3O[C@@H]2[C@@H](CO)O1)NCC1CC1,4.2%
C[C@H](CO)N1C[C@H](C)[C@@H](CN(C)Cc2ccncc2)Oc2ncc(Br)cc2C1=O,i
Cc1ccc(S(=O)(=O)N2CCN(C(=O)N3CCCCC3)CC2)c(C)c1,i
Cc1nc2ccccc2nc1CC(O)(c1ccccc1)c1ccccc1,2.8%
CCC(=O)c1cn(CC(=O)Nc2ccc(F)cc2)c2ccccc12,1.6%
COc1ccc(CCNC(=O)c2ccc3c(c2)S(=O)(=O)N=C2CCCCCN23)cc1OC,0.9%
O=C(Cc1cccc2ccccc12)NN=Cc1ccc2c(c1)CCC2,1.0%
CCCCN1C(=O)C(CC(=O)NCCc2ccccn2)CC(C(=O)N(CC)CC)=C1C (configuration not stated),i
CCN1CCN(CCNC(=O)c2ccc3c(c2)NC(=O)/C(=C\c2cccc(Cl)c2)S3)CC1,i
CCOC(=O)C(=O)Nc1ccc(S(=O)(=O)Nc2nccc(C)n2)cc1,i
COc1cc(CN2CCC(C(=O)NC(C)(C)C)CC2)ccc1OCc1ccccc1,i
CC(=O)c1c(O)c(C)c(O)c2c1OC1=CC(=O)/C(=C(/C)N)C(=O)C12C (configuration not stated),5.8%
O=C(Cc1ccc(Cl)cc1)Nc1cccnc1Cl,0.8%
C[C@@H]1CCCCO[C@@H](CN(C)Cc2ccncc2)[C@@H](C)CN([C@H](C)CO)C(=O)c2cc(NC(=O)c3ccccc3)ccc2O1,i
COc1ccc(CNC(=O)CCNC(=O)C2CCN(S(=O)(=O)c3ccc(OC)cc3)CC2)cc1,i
COc1cccc(-n2c(SCC(=O)NC3CC3)nc3ccccc3c2=O)c1,i
NNC(=O)CN1C(=O)C2(OCCO2)c2ccccc21,0.9%
CCC12CSc3nc(Cl)ccc3N1C(=O)C(=O)N2C (configuration not stated),6.9%
Cc1ccc(N(CC(=O)N2CCCCCC2)S(C)(=O)=O)c(C)c1,1.4%
O=S(=O)(c1ccccc1C(F)(F)F)N1C=CC(C(F)(F)F)=NCC1,2.4%
COc1ccc(S(=O)(=O)N2CCC(C(=O)N[C@@H](C)C(=O)N3CCCC3)CC2)cc1,i
C=CCn1c(SCC(=O)N2CCN(C(=O)OCC)CC2)nc2c([nH]c3ccccc32)c1=O,4.6%
O=C(Cn1ccc(=O)[nH]c1=O)Nc1nccs1,0.8%
Cc1ccccc1OCC(=O)OCC(=O)NC1CCCC1,2.2%
C[C@@H]1CN([C@H](C)CO)C(=O)CCCn2nncc2CO[C@@H]1CN(C)C(=O)C1CCCCC1,0.3%
CC1=C(C(=O)N(C)C)CC(CC(=O)NCc2cccc3ccccc23)C(=O)N1CCCN1CCCC1=O (configuration not stated),i
CC(C)OCCCNC(=O)CN1C(=O)CSc2ccc(S(=O)(=O)N3CCOCC3)cc21,i
COc1ccc(C(=O)c2ccccc2)cc1CN1CCOCC1,6.0%
C[C@H]1CN([C@@H](C)CO)C(=O)c2cc(C#Cc3cccnc3)cnc2O[C@H]1CN(C)Cc1ccc(F)cc1,0.4%
O=C(Nc1ccn(CCCNCC(c2ccccc2)c2ccccc2)c(=O)n1)OCc1ccccc1,0.3%
C[C@@H]1CN([C@@H](C)CO)C(=O)CCCn2cc(nn2)CO[C@H]1CN(C)C(=O)c1ccc2ccn(C)c2c1,2.1%
Cc1ccccc1C(=O)NNS(=O)(=O)c1ccc(F)cc1,1.1%
O=C(OCc1cn([C@H]2C[C@H](c3ccc(Cl)cc3)N(Cc3cccs3)C[C@@H]2O)nn1)c1ccccc1,1.1%
C[C@H](CO)N1C[C@H](C)[C@@H](CN(C)S(=O)(=O)c2ccc(C#N)cc2)OCc2cn(nn2)CCCC1=O,2.1%

The listing continues:
Molecule,VEEV TC-83 Vero
C[C@@H]1CN([C@H](C)CO)C(=O)CCCn2nncc2CO[C@H]1CN(C)S(=O)(=O)c1ccc(F)cc1,0.3%
C[C@@H]1CN([C@@H](C)CO)C(=O)CCCn2nncc2CO[C@H]1CN(C)Cc1cccc(C(F)(F)F)c1,i
Oc1ccc(O)c(C=NNC(=S)NC2CC3CC2C2C=CCC32)c1 (configuration not stated),1.4%
Nc1nc(N)c2cc(Sc3cccc(C(F)(F)F)c3)ccc2n1,i
CC1Cc2ccccc2N1CC(=O)Nc1cc(S(=O)(=O)N2CCOCC2)ccc1Cl (configuration not stated),2.6%
O=C1c2ccccc2C2N1CCCN2C(=O)c1sc2ccccc2c1Cl (configuration not stated),4.9%
O=C1NN(CCO)C(=S)Nc2ccccc21,i
Cc1ccn2c(Cc3ccccc3)c(-c3ccccc3)nc2c1,0.8%
COc1ccc([C@H]2C[C@@H](O)[C@H](n3cc(C4CC4)nn3)CN2CC2CCCCC2)cc1,i
COc1ccc(C(=O)N2CCOC2CNC(=O)C(=O)NCc2ccc(C)cc2)cc1 (configuration not stated),0.8%
C[C@H](CO)N1C[C@H](C)[C@@H](CN(C)Cc2ccc(Oc3ccccc3)cc2)Oc2cc(Br)ccc2S1(=O)=O,1.1%
CCN(CC(=O)Nc1ccc(NC(C)=O)cc1)C(=O)C1(c2ccc(Cl)cc2)CCC1,11%
CCCCCC(=O)N1C[C@H](n2cc(-c3ccc(F)cc3)nn2)[C@@H](O)C[C@@H]1c1ccc(Cl)cc1,1.2%
COc1ccc(CN2C(=O)C(CC(=O)NCc3ccco3)CC(C(=O)N(C)C)=C2C)cc1 (configuration not stated),0.8%
COc1ccc(NC(=O)CN2c3cccc4cccc(c34)S2(=O)=O)cc1OC,2.9%

Structures listed so far containing a cyano group (four):
Molecule,VEEV TC-83 Vero
N#CC1C(=O)NC(=O)C(C#N)C12CCCc1sccc12 (configuration not stated),i
Cc1ccc2ccc(C#N)cc2c1O,2.2%
CC1(C)Cc2c(sc(NC(=O)Cc3ccccc3)c2C#N)C(C)(C)N1,i
C[C@H](CO)N1C[C@H](C)[C@@H](CN(C)S(=O)(=O)c2ccc(C#N)cc2)OCc2cn(nn2)CCCC1=O,2.1%

The list continues.
Molecule,VEEV TC-83 Vero
CC(c1nc2ccccc2c(=O)[nH]1)N1CCN(S(=O)(=O)c2ccc(F)c(Cl)c2)CC1 (configuration not stated),7.6%
Cc1ccc(NC(=O)COC(=O)CCc2c[nH]c3ccccc23)cc1,i
O=C(O)C(CCc1ccccc1)N1CCOCC1 (configuration not stated),0.4%
NCC1C2CCC(O2)C1CO (configuration not stated),1.0%
O=C1NC2C3CC(c4ccccc43)C12 (configuration not stated),1.0%
COc1cc(/C=C2/SC(=S)N(CCC(=O)Nc3cccnc3)C2=O)cc(OC)c1OC,1.5%
CCN(c1ccc(OC)cc1)S(=O)(=O)N1CCCC(C(=O)NCc2ccc(OC(C)C)cc2)C1 (configuration not stated),0.2%
C[C@H]1CN([C@@H](C)CO)C(=O)CCCn2cc(nn2)CO[C@@H]1CN(C)S(=O)(=O)c1ccc(Cl)cc1,0.8%
CN(C)S(=O)(=O)c1cccc(C(=O)N2CCN(S(=O)(=O)c3ccc4c(c3)OCCO4)CC2)c1,i
CCC[C@H]1CN(Cc2cccnc2)C(=O)[C@@H]1CC(=O)Nc1ccc(Br)cc1,0.0%
COCOCCn1cc(CN2CCS(=O)(=O)N(Cc3ccc(-c4ccc(OC)c(OC)c4)cc3)C(C)C2=O)nn1 (configuration not stated),3.1%
O=C1OC(Cc2ccccc2)(c2ccccc2)c2ccccc21 (configuration not stated),0.8%
COc1ccccc1NC(=O)COC(=O)Cn1c(C)csc1=O,0.5%
COc1ccc(NS(=O)(=O)c2ccc(C)c(C(=O)NCCCn3ccnc3)c2)cc1,0.5%
Cc1cccc(-n2c(C)nc3cc(C(=O)NCCN4CCOCC4)ccc32)c1,1.1%
C#CCN(C[C@@H]1[C@@H](OC(=O)Nc2cccs2)[C@@H](OC(=O)Nc2cccs2)Cn2c(=O)ccc(=O)n21)S(=O)(=O)c1ccc(C)cc1,23µM*
